# Cy5 interf NS3h – enhances or quenches Cy5 fluorescence in NS3h assay; Cy5-dT15 DNA with NS3h, fluorescence interference; actives lie on both sides; signal over control mean, under 1 quenches; fluorescence interference ratio at 100 µM; 16,000 tested, 6% active;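 active = compound fluorescence over control fluorescence at most 0.8, a quencher, or at least a set upper limit, an enhancer; inactive = ratio between 0.8 and the set upper limit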
# NS3h inh CB – hepatitis C NS3 helicase inhibition, primary screen; NS3h Cy5-dT15 DNA binding, fluorescence polarization; AID 687043; inhibition, % at 100 µM; 16,000 tested, 1.6% active;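 active = inhibition above the average over every tested compound plus 3 SD, cut at about 40% in these data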
# * marks the source's active call; other numbers are inactive results.
Cy5 interf NS3h | NS3h inh CB | SMILES
0.924 | 16.1 | O=C(c1ccccc1Cl)N1CCN(c2ccc(Cl)cc2[N+](=O)[O-])CC1
1.01 | 9.7 | O=C(/C=C/c1ccccc1)CC(=O)C(F)(F)F
1.02 | 0.0 | COc1ccccc1NC(=O)C1CCC(=O)N1 (centres undefined)
1.08 | 2.5 | C=CCNC(=S)N1CCN(CCNC(=O)C(=O)Nc2ccc(C)cc2)CC1
0.958 | 13.3 | COc1ccccc1OCC(=O)Nc1nc(-c2cccs2)c(NC(=O)c2ccccc2)s1
0.989 | 6.0 | CCOC(=NS(=O)(=O)c1ccc(Br)cc1)c1ccccc1
0.966 | 0.6 | O=C(C1=C(O)C(=O)N(c2nncs2)C1c1ccc(F)cc1)c1cccs1 (centres undefined)
1.02 | 19.6 | O=C1NN(c2ccccc2)C(=O)/C1=C/c1ccccc1OCc1ccc(F)cc1
1.13 | 4.5 | Cc1nc2ccccc2c(=O)n1N1C(=O)CCCC1=O
0.954 | 0.0 | CC(=O)Nc1ccc(NC(=O)c2cc3cc([N+](=O)[O-])ccc3oc2=O)cc1
1.05 | 4.2 | Cc1ccccc1C(=O)Nc1sc2c(c1C(=O)N1CCN(C)CC1)CCCC2
1.18 | -11.8 | Cc1cccc(NC(=O)CC2S/C(=N/N=C3/CCCc4ccccc43)NC2=O)c1C (centres undefined)
0.986 | 8.4 | O=C(c1cc(F)c(F)cc1Cl)N1CCN(c2ccc([N+](=O)[O-])cc2Cl)CC1
1.04 | 3.0 | CS(=O)(=O)N(CC(=O)N1CCOCC1)c1cc(Cl)cc(Cl)c1
0.992 | -3.7 | c1ccc(-c2cnc(-c3cccnc3)o2)cc1
1.05 | -0.7 | CP(C)(=O)CCP(=O)(c1ccccc1)c1ccccc1
0.913 | 10.6 | COc1ccc(C2C3=C(CC(C)(C)CC3=O)NC3=C2C(=O)CC(C)(C)C3)cc1Br
0.96 | 7.1 | COc1cc(C(=O)NC(NC(=S)Nc2ccc(Cl)c(Cl)c2)C(Cl)(Cl)Cl)cc(OC)c1OC (centres undefined)
1.18 | 42.7* | CCOc1ccccc1N1C(=O)NC(=O)/C(=C/C=C/c2ccco2)C1=O
0.959 | 5.6 | N#CC1CC(c2ccccc2)=NN1c1ccccc1 (centres undefined)
1.01 | 6.4 | COc1cc(OC)cc(C(=O)Nc2ccc(OC)c3ccccc23)c1
0.671* | 1.2 | COc1cc(/C=N\n2cnnc2)cc(OC)c1O
1.03 | 5.7 | CC(C)C(=O)Nc1ccccc1C(=O)Nc1ccc(C(=O)O)cc1
1.09 | 1.8 | Cc1oc(C(=O)O)cc1CSCc1cc(C(=O)O)oc1C
1.06 | 2.5 | CN(C)c1ccc(C(NC(=O)Cc2ccccc2)c2ccc3cccnc3c2O)cc1 (centres undefined)
0.96 | 1.8 | CCC(=O)c1ccc(OC(=O)c2ccc(Br)cc2)cc1
1.05 | -4.1 | O=C(NC(=S)Nc1ccc2oc(-c3ccc(-c4ccccc4)cc3)nc2c1)c1ccco1
0.916 | -6.5 | CCCC(=O)c1ccc(N2CCOCC2)c(F)c1
1.01 | 6.8 | Cc1ccc(-c2noc(CCc3ccccc3)n2)cc1
0.951 | 0.3 | CCOP(=O)(OCC)C(OC(N)=O)c1ccc([N+](=O)[O-])cc1 (centres undefined)
1.06 | 3.8 | Cc1ccc(S(=O)(=O)NC(=O)N2CCN(Cc3ccccc3)CC2)cc1
1.01 | 10.0 | O=C(c1ccccc1Oc1ccccc1)N1CCN(c2ccc([N+](=O)[O-])cc2)CC1
0.953 | -17.1 | O=C(Nc1ccc2oc(-c3cccnc3)nc2c1)c1cccc(OCc2ccccc2)c1
0.898 | 8.1 | O=C(Oc1ccc(Cl)cc1Cl)c1c(F)cccc1F
0.995 | 0.4 | CCc1ccccc1NC(=O)CN(c1ccc(Cl)cc1)S(C)(=O)=O
0.965 | -1.9 | Cc1ccc(C(=O)O/N=C(/N)c2ccc(Cl)cc2)cc1[N+](=O)[O-]
0.98 | 3.7 | CC(C)(C)c1cc(Br)ccc1OCC(=O)Nc1ccccc1[N+](=O)[O-]
0.994 | 10.2 | CCOC(=O)CSCCOc1ccc(/C=C2/C(=O)NC(=O)N(c3ccc(C)cc3)C2=O)cc1OC
0.947 | 6.9 | O=C(c1ccc(Cl)cc1)c1cc([N+](=O)[O-])ccc1Cl
1.02 | 4.9 | Cc1c(Cl)cccc1NC(=O)COc1ccc(Cl)cc1
1.06 | 1.9 | Cc1cn(S(=O)(=O)c2ccc3ccccc3c2)cn1
1.06 | 10.7 | O=C(COc1ccc(Cl)cc1)N(c1ccccc1)c1ccccc1
1.13 | 7.3 | COC(=O)c1ccccc1NC(=O)c1ccc(I)cc1
0.934 | 13.7 | COc1ccc(C2Nc3ccccc3C(=O)N2c2ccc(Cl)cc2)c(OC)c1 (centres undefined)
0.942 | 41.3* | CCOc1ccc(/C=C2\C(=O)NC(=O)N(c3ccc(C)cc3)C2=O)cc1Cl
1.02 | 8.8 | O=C(/C=C\Nc1ccc2c(c1)OCO2)c1cccs1
1.07 | 0.0 | Cc1ccc(NC(=O)C2CC(=O)N(c3ccc(Cl)cc3)C2)cc1 (centres undefined)
1.07 | -0.7 | CN(C)CCCNC(=O)c1ccc([N+](=O)[O-])cc1
1 | 2.7 | Cc1ccc(NCCC(=O)c2cccs2)cc1
0.98 | -6.1 | CC(C)CC(NC(=O)OC(C)(C)C)C(=O)O (centres undefined)

# More structures follow:
Cy5 interf NS3h | NS3h inh CB | SMILES
0.994 | 8.8 | N#C/C(=C\c1ccc(I)o1)C(=O)NCC1CCCO1 (centres undefined)
0.948 | 10.1 | FC(F)(F)c1cccc(-c2ccc(C(=S)N3CCOCC3)o2)c1
1.07 | 19.0 | CCC(C(=O)Nc1ccc(Br)cc1)c1ccccc1 (centres undefined)
0.978 | 11.9 | COc1ccc(C2=NN(C(C)=O)C(c3ccc(OC)cc3)C2)cc1 (centres undefined)
1.07 | 5.4 | CC(=O)Nc1ccc(S(=O)(=O)N2CCN(Cc3ccccc3)CC2)cc1
1.01 | -16.6 | Cc1cccc(OCC(O)Cn2cnc3ccccc32)c1 (centres undefined)
0.923 | 1.7 | CCOc1cccc(/C=C2/C(=O)NN(c3cc(Cl)cc(Cl)c3)C2=O)c1O
1 | 0.7 | CCOC(=O)C1CCN(S(=O)(=O)c2ccc(-c3ccc([N+](=O)[O-])cc3)cc2)CC1
1.1 | -8.5 | COc1ccc(C(=O)N2CCN(Cc3cc(OC)c(O)c(OC)c3)CC2)cc1OC
1.02 | 3.6 | CC(C)c1ccc(N=C2C(=O)Nc3ccc(Br)cc32)cc1
0.927 | 3.5 | CC1=C(C(=O)OC2CCCC2)C(c2coc3ccccc3c2=O)C2=C(CCCC2=O)N1 (centres undefined)
0.868 | 8.2 | Cc1ccccc1C(=O)Nc1cccc(NC(=O)COc2ccccc2Cl)c1
1.13 | 1.8 | Cc1cccc(NC(=O)COc2c(C)cc(C)cc2C)c1
1 | 8.0 | Fc1cccc(Cl)c1CSc1nc2ccccc2[nH]1
0.956 | 15.3 | O=C(CSc1nnc(-c2ccc(Br)cc2)o1)NC1CCCCC1
1.04 | -0.7 | Cc1c(C=O)cc2c(c1C)OC1(C=C2)N(C)c2ccccc2C1(C)C (centres undefined)
0.859 | 6.7 | COc1cc(C(c2c(C)[nH]c3ccccc23)c2c(C)[nH]c3ccccc23)ccc1O
1.11 | 8.2 | COc1cc(/C=C2/SC(=S)N(c3ccccc3)C2=O)ccc1OC(=O)c1ccc(Cl)cc1
1.03 | 11.8 | O=C(/C=C/c1ccc(OCc2ccccc2)cc1)c1cccs1
0.988 | -3.5 | CC1C(c2ccccc2)=[N+]([O-])C(C)(c2cccs2)N1O (centres undefined)
0.92 | 11.3 | CC1C(c2ccccc2)N(C)C(c2ccccc2)C(C)C1(O)Cc1ccccc1 (centres undefined)
0.97 | 0.9 | O=C1CC(Sc2nc3ccccc3s2)C(=O)N1c1cc(Cl)ccc1Cl (centres undefined)
1.03 | 2.2 | O=C(Nc1ccc(-c2nc3ccccc3o2)c(O)c1)c1cc(I)ccc1Cl
0.939 | 1.3 | Cn1c2ccccc2c2cc(C3Nc4ccccc4C(=O)N3Cc3ccccc3)ccc21 (centres undefined)
0.987 | 32.2 | O=C1NC(=S)S/C1=C/c1ccc(-c2ccc([N+](=O)[O-])cc2Br)o1

# Quoted from above (four entries):
Cy5 interf NS3h | NS3h inh CB | SMILES
0.994 | 8.8 | N#C/C(=C\c1ccc(I)o1)C(=O)NCC1CCCO1 (centres undefined)
0.948 | 10.1 | FC(F)(F)c1cccc(-c2ccc(C(=S)N3CCOCC3)o2)c1
1.07 | 19.0 | CCC(C(=O)Nc1ccc(Br)cc1)c1ccccc1 (centres undefined)
0.978 | 11.9 | COc1ccc(C2=NN(C(C)=O)C(c3ccc(OC)cc3)C2)cc1 (centres undefined)

# 5 compounds drawn at random from the list so far, as already listed:
Cy5 interf NS3h | NS3h inh CB | SMILES
1.1 | -8.5 | COc1ccc(C(=O)N2CCN(Cc3cc(OC)c(O)c(OC)c3)CC2)cc1OC
1.07 | 19.0 | CCC(C(=O)Nc1ccc(Br)cc1)c1ccccc1 (centres undefined)
0.927 | 3.5 | CC1=C(C(=O)OC2CCCC2)C(c2coc3ccccc3c2=O)C2=C(CCCC2=O)N1 (centres undefined)
1.11 | 8.2 | COc1cc(/C=C2/SC(=S)N(c3ccccc3)C2=O)ccc1OC(=O)c1ccc(Cl)cc1
1.02 | 3.6 | CC(C)c1ccc(N=C2C(=O)Nc3ccc(Br)cc32)cc1

# (further entries)
Cy5 interf NS3h | NS3h inh CB | SMILES
0.979 | 2.3 | CCOC(=O)C(CCOc1ccc(Cl)cc1C)C(=O)OCC
1.01 | -4.7 | O=c1[nH][nH]c(=O)n1/N=C\c1ccccc1O
1.19 | 10.9 | COc1ccc(/C=C2\C(=O)NC(=O)N(c3cc(C)cc(C)c3)C2=O)c(OC)c1
1.04 | 12.9 | COc1ccc(NC(=O)c2cnn3c2NC(c2ccc(F)cc2)CC3C(F)(F)F)c(OC)c1 (centres undefined)
1.04 | 7.0 | CCOc1c(Br)cc(/C=C2\C(=O)NC(=O)N(c3ccc(OC)cc3)C2=O)cc1OC
0.975 | 3.8 | Cc1csc(NC(=O)c2ccc(Cl)cc2[N+](=O)[O-])n1
1.15 | 10.0 | CCC(C)NC(=O)CN(c1ccc(OC)cc1OC)S(=O)(=O)c1ccc(C)cc1 (centres undefined)
1.03 | 14.7 | COc1cc(NC(=O)c2cccc(Br)c2)cc(OC)c1
0.645* | -8.2 | COc1ccc(C2CC(c3ccc([N+](=O)[O-])cc3)=NN2)cc1 (centres undefined)
0.909 | 13.4 | O=C1C2ON(c3ccccc3)C(c3ccc(Br)cc3)C2C(=O)N1c1ccccc1C(F)(F)F (centres undefined)
1.03 | 18.1 | COc1ccccc1-c1coc2cc(OCc3ccccc3)ccc2c1=O
1.02 | 8.2 | COc1cccc(NC(=O)c2c(Cl)cccc2Cl)c1
1.05 | -7.1 | Cc1cc(/C=C(\C#N)C(=O)NCC2CCCO2)c(C)n1-c1ccc(F)cc1 (centres undefined)
1.08 | 13.4 | Cc1ccc(CC2C(=O)N(c3cc(C)ccc3C)C(=O)C2C)cc1 (centres undefined)
1.16 | 4.5 | O=C(c1ccc(I)cc1)N1CCOCC1
1.05 | 22.4 | COc1cc(NC(=O)c2ccccc2I)ccc1NC(=O)c1ccco1
0.792* | 30.3 | COc1cc(C=C2C(=O)N(C)C(=O)N(C)C2=O)ccc1Oc1ccc([N+](=O)[O-])cn1
0.791* | -29.9 | COc1ccc(/C=C(\C#N)c2nn(-c3ccccc3)c(N)c2C#N)cc1[N+](=O)[O-]
1.09 | 9.7 | O=C(c1ccc(I)cc1)N1CCc2ccccc21
1.08 | 6.8 | Cc1ccc(OCc2nc(-c3ccc(Cl)cc3)no2)c(Br)c1
1.02 | -8.5 | Cn1c(=O)oc2cc(Cl)c(C(=O)O)cc21
1.1 | 4.6 | O=C(N/N=C\c1ccccc1O)/C(=C\c1ccc2c(c1)OCO2)NC(=O)c1ccccc1
1.08 | -8.2 | Cc1ccc(C(=O)Oc2ccc(/C=c3/sc4nc5ccccc5n4c3=O)cc2)cc1
1.02 | 11.1 | C/C(=N/N=C1/NC(=O)C(C)S1)c1ccc(Br)cc1 (centres undefined)
1.02 | -2.8 | CCC(=O)Nc1ccc(NC(=O)c2ccc(Br)o2)cc1
0.708* | -5.4 | Cc1ccc2nc3nc(C)cc(C)c3c(N)c2c1
0.978 | 9.1 | COc1ccc(C2CC(C(F)(F)F)n3nc(C(=O)NCCc4ccccc4)c(Cl)c3N2)cc1OC (centres undefined)
0.92 | 10.1 | CCCC1C(=O)CC(c2ccccc2)N(C)C1c1ccccc1 (centres undefined)
1.03 | 13.7 | CCC1=NN2C(=N)/C(=C/c3ccc(OCc4ccc(F)cc4)cc3)C(=O)N=C2S1
0.959 | -2.3 | CCSc1sc(CC)cc1C(=O)O
1.05 | -1.0 | CCOC(=O)/C(=C1/OC(=O)c2ccccc21)c1ccc([N+](=O)[O-])cc1
1.04 | 21.7 | CCc1ccccc1NC(=O)C(=O)NCc1ccc(F)cc1
0.998 | 17.0 | C/C(=C1/SC(=S)NC1=O)c1ccc(C)cc1
0.975 | 5.6 | Cc1ccc(NC2=CC(c3ccc4c(c3)OCO4)N(c3ccc(C)cc3)C2=O)cc1 (centres undefined)
1.05 | 8.0 | CC(C)Cc1nnc(NC(=O)Nc2ccc(Cl)c(Cl)c2)s1
1.03 | 58.9* | COc1cc(OC)c(C=C2C(=O)NC(=S)NC2=O)cc1Br
0.929 | -5.3 | O=C(N/N=C\c1ccc(O)cc1)c1cc2ccccc2cc1O
1.1 | 4.1 | Cc1cc(/C=C2\C(=O)NC(=O)N(c3ccc4c(c3)OCO4)C2=O)c(C)n1-c1cccnc1
0.787* | 10.5 | CCCNC(=O)c1cc(OC)c(OC)cc1[N+](=O)[O-]
1.02 | -3.7 | Oc1ccccc1/C=N\N=C/c1ccccc1O
0.9 | 5.8 | O=C1c2ccccc2NC(c2ccc3c(c2)OCO3)N1Cc1ccccc1 (centres undefined)
1.05 | -4.5 | O=c1oc(-c2ccco2)nc2ccccc12
1.12 | -5.0 | Cc1ccc(C(O)=C2C(=O)C(=O)N(CCCn3ccnc3)C2c2ccccc2)cc1 (centres undefined)
0.984 | 7.7 | COc1ccccc1N(CC(=O)Nc1cc(Cl)cc(Cl)c1)S(=O)(=O)c1ccccc1
